APE1 inh – inhibitors of human APE1 endonuclease; AID 2517; recombinant APE1, TAMRA/BHQ-2 abasic DNA cleavage fluorescence; actives 0.35% (n = 350,000); Potency, µM (top dose mostly 65.8 µM), inactives show top-dose activity change, negative = inhibition, hits mostly inhibitors;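 further: potency means the concentration at half of the fitted maximal effect; plate controls were vehicle for no effect and reference inhibitor for full effect; nearly all actives have a fitted effect of over 55% in size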
Target sequence (P27695 whole entry, looked up): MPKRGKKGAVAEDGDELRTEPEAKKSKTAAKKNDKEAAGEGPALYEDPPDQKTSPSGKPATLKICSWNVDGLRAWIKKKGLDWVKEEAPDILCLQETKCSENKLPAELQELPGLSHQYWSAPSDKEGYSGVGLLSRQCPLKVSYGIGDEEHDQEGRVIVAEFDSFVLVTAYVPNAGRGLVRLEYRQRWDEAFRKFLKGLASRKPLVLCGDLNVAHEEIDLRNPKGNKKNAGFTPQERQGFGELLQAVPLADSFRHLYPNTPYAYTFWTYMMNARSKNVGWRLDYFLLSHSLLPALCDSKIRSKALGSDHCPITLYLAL
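Substrate: short duplex with […] THF abasic site, 5'-TAMRA and 3'-BHQ-2, 50 nM final. APE1 at 0.75 nM, preincubated 15 min RT with compound. Fluorescence increase from first to third read measured activity.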
Anesthetic bind – candidate novel general anesthetic via apoferritin binding | P02791 | apoferritin/1-aminoanthracene competitive binding, fluorescence | Potency, µM (series often up to 77.5 µM), without a hit: top-dose activity change, negative = displacement, hits mostly inhibitors | actives 0.074% (n = 350,000) | AID 485281; further: potency means the concentration at half of the fitted maximal effect; on the % scale 0 is the no-effect control and ±100 the full control effect; nearly all actives have a fitted effect of over 20% in size
Target sequence (P02791 2-175 limits assumed): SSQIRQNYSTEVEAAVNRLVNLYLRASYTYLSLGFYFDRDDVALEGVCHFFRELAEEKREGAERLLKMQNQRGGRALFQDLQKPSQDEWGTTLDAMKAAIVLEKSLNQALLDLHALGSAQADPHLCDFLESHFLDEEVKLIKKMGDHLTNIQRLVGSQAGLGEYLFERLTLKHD
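Apoferritin-based anesthetic binding model; compound displacement of fluorescent 1-AMA measured as endpoint fluorescence after 10 minutes at room temperature, scaled to free-ligand and complex controls.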
TRHR agonist – agonists of human TRH receptor; P34981; TRHR cells, calcium flux fluo-8, FDSS agonist mode; activation, % at 2 µM; actives 0.18% (n = 360,000); in the data active means activation above about 30%; further: 0% is about no effect
Target sequence (P34981 whole entry, looked up): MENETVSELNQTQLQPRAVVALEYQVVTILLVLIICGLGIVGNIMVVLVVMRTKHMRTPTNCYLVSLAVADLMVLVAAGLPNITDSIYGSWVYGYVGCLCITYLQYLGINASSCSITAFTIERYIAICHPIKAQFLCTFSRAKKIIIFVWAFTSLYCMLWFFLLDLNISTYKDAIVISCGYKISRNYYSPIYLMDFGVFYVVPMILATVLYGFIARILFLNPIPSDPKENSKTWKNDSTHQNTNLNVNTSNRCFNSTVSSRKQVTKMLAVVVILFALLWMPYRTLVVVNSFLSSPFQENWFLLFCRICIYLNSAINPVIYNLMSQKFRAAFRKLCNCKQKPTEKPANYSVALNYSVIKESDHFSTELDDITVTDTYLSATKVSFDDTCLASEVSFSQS
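In this calcium-flux screen, cells bearing human TRHR are dye-loaded with fluo-8, baselined for 10 cycles, then exposed to library compounds; positive kinetic calcium responses during the agonist phase mark hits, with TRH as control.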
POLB inh – blocks human DNA polymerase beta activity; P06746; actives 1.3% (n = 340,000); Potency, µM (series often up to 114 µM), for inactives: at the highest dose activity change, negative = inhibition, hits mostly inhibitors; Pol beta primer extension/strand displacement, fluorescence kinetic; further: potency means the concentration at half of the fitted maximal effect; on the % scale 0 is the no-effect control and ±100 the full control effect
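Enzyme-only controls used 10 nM Pol beta; buffer lacking enzyme served as negative control. Compound preincubated 15 min, then 50 nM substrate added; 0 and 10 min reads at room temperature.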
Pol iota inh – DNA polymerase iota (human) inhibition. Q9UNA4. Pol iota fluorescent replication assay, 10 min. Potency, µM (top dose mostly 115 µM), for inactives: at the top dose activity, negative = inhibition, actives largely listed as inhibitors. actives 1% (n = 390,000); further: potency means the concentration at half of the fitted maximal effect
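Fluorescent replication assay read twice, at 0 min and 10 min after adding 50 nM (final) substrate. Enzyme (10 nM) and compounds were first incubated 15 min at room temperature; enzyme-free buffer wells were negative controls.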
Pol kappa inh – DNA polymerase kappa (human) inhibition. Q9UBT6. purified Pol kappa, fluorescent DNA synthesis assay, 10 min. Potency, µM (series often up to 107 µM), without a hit: at the top dose activity, negative = inhibition, usual class: inhibitors. actives 0.53% (n = 400,000). AID 588579; further: potency means the concentration at half of the fitted maximal effect; on the % scale 0 is the no-effect control and ±100 the full control effect
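Here, compound and 10 nM enzyme are combined for 15 min at room temperature; adding 50 nM substrate (final) starts DNA synthesis, tracked by fluorescence at 0 and 10 min against buffer-only wells.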
ERG-DNA inh – inhibitors of human ERG Ets domain-DNA interaction. fluorescence polarization, His-ERG Ets domain / labelled DNA. actives 0.028% (n = 370,000). AID 624246. P11308. Potency, µM (doses to about 76.9 µM), without a hit: at the top dose FP activity, negative = inhibition, usual class: inhibitors; active means well fitted inhibition curve with a large enough effect in the polarisation, with a control signal flat; inconclusive means small, poorly fitted or top-dose-only effect, or effect the other way, or a change in a side signal; inactive means no such curve, though single readings can be large or run the other way; the % refers to the polarisation;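 further: polarization taken with two DNA probes labelled with fluorescein and Texas red; potency means the concentration at half of the fitted maximal effect; % of control where 0% means no effect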
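His-tagged ERG Ets domain (1 uM in the protein solution; 300mM KCl, 50mM Tris-HCl, 1mM EDTA, 1mM DTT, pH 7.5) received compound, then a probe mix of 5 nM fluorescein-DNA and 100nM Texas-615-DNA. Fluorescence polarization was read for both dyes.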
BLM helicase inh – inhibitors of human Bloom syndrome helicase BLM; P54132; recombinant BLM DNA unwinding, fluorescence dequenching; Potency, µM (highest dose often 56.1 µM), inactives show at the highest dose activity change, negative = inhibition, usual class: inhibitors; actives 0.2% (n = 350,000); AID 2528;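 further: potency means the concentration at half of the fitted maximal effect; plate controls were vehicle for no effect and no enzyme for full effect; nearly all actives have a fitted effect of over 35% in size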
12-LOX inh – blocks human arachidonate 12S-lipoxygenase; P18054; purified 12hLO, xylenol orange hydroperoxide absorbance; Potency, µM (top dose mostly 108 µM), for inactives: at the top dose activity change, negative = inhibition, most hits filed as inhibitors; actives 1.1% (n = 580,000); further: potency means the concentration at half of the fitted maximal effect; on the % scale 0 is the no-effect control and ±100 the full control effect
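Hydroperoxide product was detected by ferrous iron/xylenol orange as the 573 to 405 nm absorbance ratio. Arachidonic acid at 40 uM (final) was turned over for 30 min at room temperature by 150 nM human 12hLO, pH 7.0 Hepes buffer, after 15 min compound preincubation.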
Active calls of the source: *; u = inconclusive; x = not tested or not shown; & = joins results of further samples; [ ] = dose if it differs, or a comment. Unless noted, the call rests on the fitted dose curve; in most records, active means well fitted curve in the direction sought with a large enough effect; inconclusive means small, poorly fitted or top-dose-only effect, or another doubt; inactive means no such curve, though single readings can be large; an effect the other way counts as inactive or inconclusive. A portion of the library; count on the stated rates, not on these rows.

SMILES	APE1 inh	Anesthetic bind	TRHR agonist	POLB inh	Pol iota inh	Pol kappa inh	ERG-DNA inh	BLM helicase inh	12-LOX inh
Cc1nnsc1C(=O)Oc1ccc(C(C)C)cc1	x	u	0.5	-15%	9%	-19%	3%	-3%	-27%
CC(C)c1cc(C(=O)O)c2cnn(C(C)C)c2n1	0%	-2%	-1.4	-24%	-16%	8%	1%	2%	6%
CC(=O)O[C@H]1C[C@@]2(C)[C@@H](C[C@@H](O)[C@H]3[C@@]4(C)CC[C@@H](O)[C@@H](C)[C@@H]4CC[C@@]32C)/C1=C(\CCC=C(C)C)C(=O)O	8%	x	0.4	x	18%&2%	-14%&8%	4%&7%	x	-8%&1%
COc1ccc(-n2cnc3sc(-c4ccccc4)cc3c2=O)cc1	-3%	-8%	-0.1	18%	34%	-11%[60.1 µM]	x	-1%	u
CCCSc1oc(-c2ccco2)nc1S(=O)(=O)c1ccc(Cl)cc1	x	-6%	1.3	-19%	u	-18%	2%	-11%	40µM*
CCC1=NN(C(=O)CCc2ccccc2O)C(O)(C(F)(F)F)C1 (centres undefined)	-1%	1%	2.5	20%	13%	-4%	2%	3%	-3%
COc1ccccc1NC(=O)CSc1ccc2nnc(CCNC(=O)c3ccccc3)n2n1	-5%	-9%	0.8	13%	20%	-13%	-9%	2%	0%
O=C(NCC1CCOCC1)c1ccc2nc(Cc3cccc(Cl)c3)oc2c1	-1%	x	1.5	14%	17%	3%	1%	-1%	130%[activator]
CC1(C)CC[C@]2(C(=O)O)CC[C@]3(C)C(=CC[C@@H]4[C@@]5(C)CC[C@H](O[C@@H]6O[C@H](C(=O)O)[C@@H](O)[C@H](O[C@@H]7OC[C@H](O)[C@H](O)[C@H]7O)[C@H]6O)C(C)(C)[C@@H]5CC[C@]43C)[C@@H]2C1	28%	x	x	x	u	u	-4%	x	-24%
Cc1cc(C)c2c(N)c(C(=O)NC3CC3)sc2n1	3%	x	-0.3	-22%	9%	-12%	1%	-1%	-11%
CN(C)/N=C/c1ccc(P(c2ccc(/C=N/N(C)C)o2)c2ccc(/C=N/N(C)C)o2)o1	u	41%[activator]	0.3	25%	40%[activator]	-4%	-4%	-11%	40µM*
CC1CCCC(NC(=O)CN2C(=O)c3cccnc3Oc3ccc(Cl)cc32)C1C (centres undefined)	-6%	-13%	-1.5	-1%	-2%	-14%	-14%	-4%	-4%
COc1cc(C(=O)NC2=NCCS2)ccc1OCc1c(C)noc1C	-1%	-17%	0.7	u	11%	-2%	-14%	-1%	-5%
Cc1cccc([C@H](NC(=O)OC(C)(C)C)C(=O)OC(C)(C)C)c1	-12%	x	0.3	x	5%	-10%	-13%	x	7%
Clc1cccc(Nc2nc(N3CCOCC3)nc(N3CCOCC3)n2)c1	42%	-10%	0.4	-11%	-11%	11%	-7%	-1%	-21%
CCN(CC(=O)Nc1c(F)cccc1F)C(=O)c1ccc(-c2ccc(C(C)=O)cc2)o1	11%	x	0.1	x	-4%	u	-9%	x	237%[activator]
O=C(NCCCc1nc2ccccc2n1Cc1ccccc1)C1CCCCC1	x	0%	-1.1	1%	16%	-21%	16%	-1%	-10%
CCCc1cc(=O)[nH]c(SCc2nc(-c3ccc(C)cc3)no2)n1	x	-11%	-0.3	-17%	-19%	-1%[60.1 µM]	-3%	-4%	-22%
COc1ccccc1NC(=O)Cn1c(O)c(N=NC(=O)c2ccccc2O)c2ccccc21	0%	-6%	-0.9	u	u	u	5%	18µM*	-11%
CCN1CCc2c(sc(N)c2C(N)=O)C1	-1%	-9%	1.6	40%	16%	-20%	-8%	-6%	4%
CCCOC(=O)c1ccc(NC(=O)c2cn(CC)c3nc(C)ccc3c2=O)cc1	2%	-17%	0.2	26%	x	x	x	-4%	x
CCOc1ccc(N(CC(=O)NCCSc2ccccn2)S(C)(=O)=O)cc1	-3%	-13%	-0.1	11%	-4%	3%	2%	-2%	323%[activator]
CCc1ccc(Nc2nc3ccccc3c3nnc(C)n23)cc1	x	-7%	-0.1	1%	18%	3%	-3%	-8%	u
COc1cc(NC(=O)N2CCC(CN3CCc4ccccc4C3)CC2)cc(OC)c1	x	-9%	-0.1	20%	8%	-9%	-2%	-1%	-28%

Next part, starting with the last 2 of the part before.
SMILES	APE1 inh	Anesthetic bind	TRHR agonist	POLB inh	Pol iota inh	Pol kappa inh	ERG-DNA inh	BLM helicase inh	12-LOX inh
CCc1ccc(Nc2nc3ccccc3c3nnc(C)n23)cc1	x	-7%	-0.1	1%	18%	3%	-3%	-8%	u
COc1cc(NC(=O)N2CCC(CN3CCc4ccccc4C3)CC2)cc(OC)c1	x	-9%	-0.1	20%	8%	-9%	-2%	-1%	-28%
COc1cccc(-n2c(SCC(=O)NC3CCCCC3)nc3n[nH]c(C)c3c2=N)c1	0%	u	-1.4	-1%	u	-10%	-12%	3%	42%[activator]
CC1CC(=O)N(CC(=O)Nc2ccc(F)cc2F)c2ccccc2S1(=O)=O (centres undefined)	9%	-3%	0.5	-3%	-13%	5%	2%	1%	0%
Cc1ccc2c(c1)c1c(c(=O)n(Cc3ccccc3)c(=O)n1CC(=O)Nc1ccccc1F)n2C	x	59%[activator]	0.4	-9%	32%[activator]	0%	-8%	-2%	-10%
O=c1ccc(/C=C/c2ccccc2)nn1Cc1ccccc1	1%	u	-0.3	0%	15%	-2%	12%	-8%	0%
Cn1c(=O)c2c3c(sc2n2cnnc12)CCC3	2%	-18%	-0.2	u	6%	-5%	6%	3%	5%
COc1ccc(NS(=O)(=O)c2cc(OCC(N)=O)c(C)cc2Cl)cc1	4%	1%	0.3	20%	5%	-2%	1%	3%	-19%
c1cc2c3c(cccc3c1)NC(c1ccc3c(c1)OCO3)N2	0%	-5%	0.7	0%	17%	6%	8%	-5%	395%[activator]
CC(=O)c1ccc(Oc2cc(C)nc(-n3nc(C)cc3C)n2)cc1	9%	1%	0.1	2%	21%	-5%	-18%	-3%	0%
CC(C)CC(NC(=O)C1CCC(C)CC1)C(=O)NCc1ccccn1 (centres undefined)	5%	-5%	-0.1	-7%	-2%	8%	7%	0%	-4%
CCOC(=O)C1CCN(C(=O)c2ccc(C)c(NC(=O)c3nsc4ccccc34)c2)CC1	x	-12%	-0.7	u	-6%	-10%[60.1 µM]	-6%	-7%	-19%
O=C1C(N2CCOCC2)=C(n2nnc3ccccc32)C(=O)c2ccccc21	-2%	-11%	0.1	-4%	u	-7%	13%	35µM*	0%
CC(C)(C)OC(=O)Nc1ccc([C@@H](NC(=O)OC(C)(C)C)C(=O)OC(C)(C)C)cc1	-12%	x	0.3	x	19%	-6%	-2%	x	3%

Reprinted at random: 6 records from the list, in no set order.
SMILES	APE1 inh	Anesthetic bind	TRHR agonist	POLB inh	Pol iota inh	Pol kappa inh	ERG-DNA inh	BLM helicase inh	12-LOX inh
O=C1C(N2CCOCC2)=C(n2nnc3ccccc32)C(=O)c2ccccc21	-2%	-11%	0.1	-4%	u	-7%	13%	35µM*	0%
CC(=O)c1ccc(Oc2cc(C)nc(-n3nc(C)cc3C)n2)cc1	9%	1%	0.1	2%	21%	-5%	-18%	-3%	0%
Cn1c(=O)c2c3c(sc2n2cnnc12)CCC3	2%	-18%	-0.2	u	6%	-5%	6%	3%	5%
CC(C)(C)OC(=O)Nc1ccc([C@@H](NC(=O)OC(C)(C)C)C(=O)OC(C)(C)C)cc1	-12%	x	0.3	x	19%	-6%	-2%	x	3%
COc1ccc(NS(=O)(=O)c2cc(OCC(N)=O)c(C)cc2Cl)cc1	4%	1%	0.3	20%	5%	-2%	1%	3%	-19%
Cc1ccc2c(c1)c1c(c(=O)n(Cc3ccccc3)c(=O)n1CC(=O)Nc1ccccc1F)n2C	x	59%[activator]	0.4	-9%	32%[activator]	0%	-8%	-2%	-10%

More results.
SMILES	APE1 inh	Anesthetic bind	TRHR agonist	POLB inh	Pol iota inh	Pol kappa inh	ERG-DNA inh	BLM helicase inh	12-LOX inh
Cn1c(SCC(=O)Nc2sccc2C#N)nnc1-c1ccccc1	-2%	u	-0.3	u	u	u	0%	-16%	104%[activator]
CCc1ccc(NC(=S)N(CCCN2CCOCC2)Cc2ccco2)cc1	3%	-15%	-0.2	15%	18%	-5%	-10%	0%	-7%
O=C(Nc1nccs1)c1ccc(-c2ccc(Cl)cc2)o1	13%	-11%	-0.4	-5%	-16%	-10%	-4%	0%	2%
COc1ccc(OCC(=O)Nc2ccc(NC(=O)c3cccs3)c(OC)c2)cc1	-7%	-1%	-1.3	4%	43%[activator]	0%	1%	-7%	85%[activator]
Cc1cccc(N2CCN(C(=O)C3CCN(C(=O)c4cc5sccc5n4C)CC3)CC2)c1C	x	5%	0.1	0%	4%	-23%	0%	-7%	2%
O=C(CSc1nnc(-c2ccccc2)c(-c2ccccc2)n1)N1CCOCC1	2%	-15%	-0.4	5%	-3%	10%	8%	-3%	1%
Cc1oc2c(c1C(=O)NCc1cccnc1)C(=O)c1ccccc1C2=O	-5%	-11%	-1.4	2%	u	-12%	-10%	-10%	x
CCC(C)Sc1cc(C)c(C#N)c2nc3ccccc3n12 (centres undefined)	11%	11%	2.3	4%	-3%	-13%	2%	-12%	1%
CCOC(=O)C1CCN(c2ncnc3c2[nH]c2cccc(OC)c23)CC1	8%	-7%	-0.5	12%	u	1%	-9%	4%	11%
O=C(Cc1ccccn1)c1ccccc1	31%	x	-0.1	x	22%	3%	4%	x	-16%
COc1ccc(C(=O)Nc2nc(N)n(-c3ccccc3)n2)cc1	-1%	-3%	-0.1	5%	1%	-6%	x	5%	-10%
O=C(Nc1ccc(Br)cc1)c1cccc2c1C(=O)N(C1CCCCC1)C2	37%	-12%	0.3	0%	10%	-11%	-17%	-5%	4%
